HTRA1 inh: blocks human HTRA1 serine peptidase; hit rate 0.5% among 340,000; AID 504803; inhibition, % at 5.96 µM; recombinant HTRA1, FP-rhodamine activity-based probe, fluorescence polarization; Q92743; in the data active means inhibition above about 36%;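 further: 0% = enzyme with DMSO and 100% = wells lacking enzyme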
SIAE primary: inhibitors of human sialic acid acetylesterase SIAE; inhibition, % at 9.66 µM; hit rate 0.69% among 370,000; SIAE FP-Rh probe binding, fluorescence polarization;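 active means inhibition above a cutoff: mean of compounds within the control limits plus 3 SD of those, cut at about 17% in these data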;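 further: 0% = plate median of compound wells and 100% = probe without SIAE protein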
GC-B act: GC-B (human) receptor activation; activation, % at 10 µM; hit rate 0.11% among 370,000; HEK293-GC-B cells, CNP EC30, cGMP TR-FRET; 0% at EC30 CNP, 100% saturating CNP; AID 1920062; P20594;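 active means activation at 10 µM reaching about 35% in either raw or pattern-adjusted values, limit read from the data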
Target sequence (P20594 whole entry, looked up): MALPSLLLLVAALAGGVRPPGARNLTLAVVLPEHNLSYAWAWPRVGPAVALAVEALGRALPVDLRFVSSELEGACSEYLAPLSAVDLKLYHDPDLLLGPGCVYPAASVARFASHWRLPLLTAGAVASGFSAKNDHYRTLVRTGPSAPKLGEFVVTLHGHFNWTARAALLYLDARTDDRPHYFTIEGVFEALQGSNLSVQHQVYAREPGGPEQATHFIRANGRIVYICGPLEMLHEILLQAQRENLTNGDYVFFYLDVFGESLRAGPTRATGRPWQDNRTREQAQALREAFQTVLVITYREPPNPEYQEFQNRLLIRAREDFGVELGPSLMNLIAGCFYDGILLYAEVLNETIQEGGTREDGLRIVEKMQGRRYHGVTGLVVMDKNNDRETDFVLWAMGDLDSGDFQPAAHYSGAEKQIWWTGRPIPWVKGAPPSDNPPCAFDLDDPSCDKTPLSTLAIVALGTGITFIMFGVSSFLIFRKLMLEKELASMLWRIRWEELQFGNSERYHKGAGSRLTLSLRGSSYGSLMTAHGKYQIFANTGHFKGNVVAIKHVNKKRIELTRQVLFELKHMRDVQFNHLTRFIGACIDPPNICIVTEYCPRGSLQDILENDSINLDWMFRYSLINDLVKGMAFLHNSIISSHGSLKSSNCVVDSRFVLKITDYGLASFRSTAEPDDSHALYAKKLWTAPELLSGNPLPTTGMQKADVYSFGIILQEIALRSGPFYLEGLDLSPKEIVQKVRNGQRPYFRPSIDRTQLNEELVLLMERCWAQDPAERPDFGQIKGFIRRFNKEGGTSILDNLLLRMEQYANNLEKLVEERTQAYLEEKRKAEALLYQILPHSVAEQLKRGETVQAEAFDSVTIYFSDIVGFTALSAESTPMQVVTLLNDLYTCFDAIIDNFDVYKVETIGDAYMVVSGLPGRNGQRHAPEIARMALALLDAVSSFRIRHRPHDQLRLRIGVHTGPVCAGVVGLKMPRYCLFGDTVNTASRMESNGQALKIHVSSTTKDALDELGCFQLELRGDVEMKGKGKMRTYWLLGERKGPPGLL
TDP2 absorb: TDP2 (human) inhibition, absorbance primary screen; O95551; recombinant TDP2, T5PNP hydrolysis, p-nitrophenol absorbance 415 nm; inhibition, % at 12.8 µM; hit rate 0.34% among 370,000;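 active means inhibition above the mean of all tested compounds plus 3 SD, set per campaign, cut at about 25% in these data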;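 further: 0% = DMSO with enzyme and 100% = buffer with substrate but no TDP2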
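Evaluation: % inhibition relative to enzyme-containing and enzyme-free wells. Material: recombinant human TDP2. Benchmarks: enzyme-free and DMSO wells. Timing: enzyme reaction with compound for 2 h at 37 °C. Compound dosing: 12.8 µM only. Measured by: p-Nitrophenol epi absorbance. Reagent: T5PNP substrate at 5 mM, a TopII-DNA adduct mimic. Replication: single well per compound.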
LEDGF integ inh: blocks HIV-1 LEDGF/p75-dependent DNA integration. hit rate 0.64% among 370,000. AID 743269. inhibition, % at 3.7 µM. TR-FRET IN-LEDGF/p75 DNA integration, Eu/Cy5;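 active means inhibition above the screen-wide mean plus 3 SD, cut at about 13% in these data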;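 further: signal is the Cy5 over europium emission ratio at 671 and 618 nm; 0% = plate median of compound wells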
PRMT1 inh: inhibitors of human PRMT1; Q99873; inhibition, % at 2.79 µM; recombinant PRMT1, activity-based probe fluorescence polarization; hit rate 1.3% among 370,000;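 active means inhibition above about 21% made by adding two undisclosed values, limit read from the data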
MBD2 DNA inh: blocks human MBD2 binding to methylated DNA; AID 686964; Q9UBB5; inhibition, % at 4.4 µM; hit rate 0.31% among 370,000; TR-FRET, MBD2 binding to methylated oligonucleotide; in the data active means inhibition above about 13%
rCAG RNA binder: binds r(CAG) RNA repeats. AID 651821. r(CAG) RNA repeat, TO-PRO-1 dye displacement fluorescence. hit rate 1.3% among 370,000. inhibition, % at 3 µM;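 active means inhibition above the plate cutoff, the mean of all test compounds on that plate plus 3 SD, cut at about 35% in these data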;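 further: 0% = DMSO alone and 100% = 100 µM mitoxantrone as full dye displacement; higher means more dye released from RNA so lower well fluorescence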
ABHD4 inh: inhibits mouse alpha/beta hydrolase domain 4. purified mABHD4, FP-Rh probe fluorescence polarization. inhibition, % at 8.92 µM. AID 720543. hit rate 0.54% among 370,000;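 active means inhibition exceeding the mean over every tested compound plus 3 SD, cut at about 30% in these data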;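 further: 0% = plate median of compound wells and 100% = S159A mutant with DMSO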
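system = mouse ABHD4 enzyme, wild type | medium = HEPES pH 7.0, NaCl, Pluronic buffer | also added = FP-Rh probe | incubation = Enzyme–compound pre-incubation 45 min, then probe 60 min, both 25 °C | technique = fluorescence polarization, excitation 525 nm, emission 598 nm, BODIPY TMR filters | controls = S159A mutant high control, sample median low control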
TCR-CD3 inh: blocks the human TCR-CD3 interaction; TAMRA-labeled TCR probe fluorescence, biochemical; inhibition, % at 9.4 µM; hit rate 0.37% among 360,000; AID 651800; in the data active means inhibition above about 19%;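 further: recombinant mutant TCR 2C K166C tagged with TAMRA read by polarization; 0% = receptor in buffer alone and 100% = receptor with positive control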
* = called active by the depositor; . = not tested or not shown; & = joins results of further samples. These rows are one share of the data; count on the stated rates, not on these rows.

Values run as follows: GC-B act, SIAE primary, LEDGF integ inh, HTRA1 inh, ABHD4 inh, MBD2 DNA inh, TCR-CD3 inh, rCAG RNA binder, PRMT1 inh, TDP2 absorb
S=P(NCCNP(=S)(N1CC1)N1CC1)(N1CC1)N1CC1
  2, 2, 0, 7, -6, 4, -1, 2, 58*, -18
O=[N+]([O-])c1ccc(C(c2ccc([N+](=O)[O-])cc2)c2ccc([N+](=O)[O-])cc2)cc1
  1, -13, -1, -24, -1, -4, 7, 4, 2, 0
C[C@@H]1CN([C@@H](C)CO)C(=O)CCCn2nncc2CO[C@H]1CN(C)C(=O)Oc1cccc2ccccc12
  2, -1, 0, 3, 0, -5, 5, 0, -3, 5
CC12Cc3cn[nH]c3C=C1CCC1C2CCC2(C)C1CCC2(C)O (stereo not drawn)
  2, -1, -2, -5, -2, -3, 0, 4, 0, -5
C[C@H]1CCC/C=C/[C@@H]2C[C@H](O)C[C@H]2[C@H](O)/C=C/C(=O)O1
  3&1, 0&2, 3&-1, 3&6, -3&-3, 2&1, -3&10, 1&0, -2&1, 5&2
Oc1ccc2c3c1OC1c4[nH]c5ccccc5c4C[C@@]4(O)C(C2)N(CC2CC2)CC[C@]314 (stereo partly drawn)
  -9, 0, -1, 3, -4, 6, -2, 3, 1, 0
c1ccc(CCN2CCCCC2)nc1
  2, 3, 0, 2, 0, 3, 0, 1, -6, 1
Cc1nc2ccccn2c1P(=S)(N1CCCCC1)N1CCCCC1
  -5, -4, 3, -9, -5, 3, -1, -8, 2, -1
NCCCCCC(=O)OC1N=C(c2ccccc2Cl)c2cc(Br)ccc2NC1=O (stereo not drawn)
  3, 6, 1, -2, 3, -1, 2, 8, -4, 2
CNc1cc(Cl)c2nonc2c1[N+](=O)[O-]
  27, 4, 3, 0, 2, -18, -5, 2, 57*, 2

Following part.
Values run as follows: GC-B act, SIAE primary, LEDGF integ inh, HTRA1 inh, ABHD4 inh, MBD2 DNA inh, TCR-CD3 inh, rCAG RNA binder, PRMT1 inh, TDP2 absorb
COc1ccc(C(O)P(=O)(Oc2ccccc2)Oc2ccccc2)cc1 (stereo not drawn)
  6, -8, 6, -5, 25, 2, 2, -4, -10, -8
CC(C)(C)C(=O)N1Cc2cc(-c3ccccc3)ccc2-n2nncc2C1
  15, -3, 15*, ., -4, -5, -4, 2, -9, -11
COc1ccc(C(c2nnnn2-c2c(C)cccc2C)N2CCC3(CC2)C(=O)NCN3c2ccccc2)cc1 (stereo not drawn)
  -5, 6, -3, ., 3, 0, -2, 10, 0, 4
Cn1c(O)c(N=Nc2cccc(S(=O)(=O)N3CCOCC3)c2)c(=O)n(C)c1=O
  0, 2, -3, -2, -1, 2, -1, 5, 0, -5
CN1C(=O)NC(=O)/C(=C/c2ccc([N+](=O)[O-])s2)C1=O
  3, -7, 3, 14, -7, -2, -13, 19, 31*, 25*
CCC12CN3CCN(CC(C3)/C1=N\O)C2
  5, 2, -5, 8, -1, -5, -7, 1, 3, 3
COc1ccc2nc(NC3=NCCN3)sc2c1
  -3, -5, 1, 3, 2, 0, 4, 3, -1, -8
CC(C)c1ccc(N=Nc2c(O)[nH]c(=O)[nH]c2=O)cc1
  -2, 1, 1, ., 0, 0, -5, 1, -1, 8
Cc1cc(OCC(=O)N2CCC(C(=O)NCC(C)C)CC2)c2c3c(c(=O)oc2c1)CCCC3
  -3, 6, 1, 1, -2, -2, 3, 0, -4, 12
O=[N+]([O-])c1cccc(CN2CCN(Cc3ccc(Br)cc3)CC2)c1
  -3, 5, 4, -4, 10, 6, -4, -3, 1, -5

(further entries)
Values run as follows: GC-B act, SIAE primary, LEDGF integ inh, HTRA1 inh, ABHD4 inh, MBD2 DNA inh, TCR-CD3 inh, rCAG RNA binder, PRMT1 inh, TDP2 absorb
COc1ccc(C2SCC(=O)Nc3c2c(C)nn3C2CCOC(C)(C)C2)cc1 (stereo not drawn)
  -2, 5, -3, 6, 4, -2, 5, -5, 11, -3
COC(=O)C1=C(c2ccc(F)cc2F)C[C@@H]2CC[C@H]1N2C(=O)NC1Cc2ccccc2C1
  0, -2, -1, -7, 2, -1, -5, -6, 4, 9
Cc1c(N=Nc2c(O)n(-c3ccc(Br)cc3)c(=O)[nH]c2=O)c(=O)n(-c2ccccc2)n1C
  -2, 7, -1, 3, 0, -12, -7, 6, 5, -2
CC(C)c1ccc(C2NCc3ccccc3-n3cccc32)cc1 (stereo not drawn)
  -12, 3, -1, -15, 10, 0, 0, -3, 2, 1
C=CCn1c(O)c(C=Nc2ccc(OC)cc2C)c(=O)[nH]c1=O
  -4, 0, -3, 0, 1, -3, -1, 3, -1, 2
CC1CN=C(NCc2ccccc2Cl)S1 (stereo not drawn)
  3, -3, 8, 1, 3, -1, -12, 4, -3, -17
COc1ccc(CN2Cc3cnnn3-c3ccccc3C2c2ccccc2)cc1 (stereo not drawn)
  8, 0, 1, -36, -9, -5, -1, 3, 0, 6
CCCSP1(=S)NCCCO1 (stereo not drawn)
  1, 3, 3, -2, -5, 1, 1, 8, 6, 0
CCOC(=O)N(c1ccccc1)P1(=S)OCCO1
  -1, -1, -2, -1, 11, 0, -8, 22, 14, 7
CC(C)c1ccc(N=Cc2c(O)n(C3CC3)c(=S)[nH]c2=O)cc1
  -9, 9, -3, -3, 1, 2, 1, -1, -1, 9

(next part)
Values run as follows: GC-B act, SIAE primary, LEDGF integ inh, HTRA1 inh, ABHD4 inh, MBD2 DNA inh, TCR-CD3 inh, rCAG RNA binder, PRMT1 inh, TDP2 absorb
OC1(c2ccccc2F)CC2CCC(C1)N2CCN1CCOCC1 (stereo not drawn)
  2, 8, 1, 2, -9, 4, -5, 1, 0, -2
CN(C)c1ccc(CN2CC=C(c3ccc(F)cc3)CC2)cc1
  -1, -4, -1, 1, -1, 3, -6, -5, 6, -10
O=C1Nc2ccc(Br)cc2C(c2ccccc2)=NC1O (stereo not drawn)
  0, 0, -3, 5, 1, 2, -3, 0, -1, -1
Cc1ccccc1C1=NCC(=O)N(CC(=O)N2CCCCC2)c2sc(C)c(C)c21
  7, 4, 1, -7, 0, -4, 4, -2, -3, 5
Cc1nonc1OCCNc1ccc([N+](=O)[O-])c2cccnc12
  1, -10, 4, -7, -10, -1, -11, 2, 5, -3
OCC1CO1 (stereo not drawn)
  4, -1, -3, 2, 1, -1, 2, 0, 2, 5
Cc1ccc(-n2nc(C)c3c2NC(=O)CSC3c2ccc3c(c2)OCO3)cc1 (stereo not drawn)
  6, 5, 1, 26, 4, -2, -1, 5, 12, 3
CN1CCN(c2ccc(C(N)=O)cc2N)CC1
  5, -2, -4, -6, -5, 1, -7, -1, 1, -4
CC1=C2C(=O)C3C(CC=C4CC(O)CCC43C)C2CCC12OC1CC(C)CNC1C2C (stereo not drawn)
  -4, 2, 2, 5, -2, 0, 0, -3, -3, -17
COC(=O)C1=C(c2cccc(C#N)c2)C[C@@H]2CC[C@H]1N2C(=O)NCCOc1ccccc1
  0, -6, -1, -4, 6, 4, 6, -6, 1, -3

Other compounds
Values run as follows: GC-B act, SIAE primary, LEDGF integ inh, HTRA1 inh, ABHD4 inh, MBD2 DNA inh, TCR-CD3 inh, rCAG RNA binder, PRMT1 inh, TDP2 absorb
O=C1NC(=O)C(C/C=C/c2ccccc2)C(=O)N1
  -1, 6, -1, 1, 2, -1, 1, 0, 1, 2
O=C(O)C1C2CCC(O2)C1C(=O)Nc1ccc(F)c(F)c1 (stereo not drawn)
  3, 0, -1, 5, 4, 1, 0, -1, -2, -10
CCC(=O)c1ccc(OC)c(OC)c1
  4, 4, 5, -1, 2, -1, 3, 0, -11, -3
Nc1ccccc1N=Cc1c(O)n(CCC2=CCCCC2)c(=O)[nH]c1=O
  -4, -5, 2, 5, 5, 3, -4, 4, 2, 11
COC(=O)C1=C(c2cccc(OCc3ccccc3)c2)C[C@@H]2CC[C@H]1N2C(=O)NCCOc1ccc(OC)cc1
  0, 3, 3, -28, 0, -1, -1, 7, 1, -10
CN1C(=O)N(C)C(=O)C2(Cc3cc(NC(=O)c4ccc(F)cc4)ccc3N3CCCC32)C1=O (stereo not drawn)
  3, 1, -7, -9, -13, 7, -1, 10, 11, -19
Cc1ccc2c(c1)C1CN(C)CCC1N2C(=O)c1ccc(Br)o1 (stereo not drawn)
  4, 2, -1, -3, 0, -3, 7, -1, -2, -3
CN(C(=O)Cc1ccc2c(c1)OCO2)C1CCCN(Cc2ccccc2F)C1 (stereo not drawn)
  -1, 23*, 2, 1, -4, -7, 2, -7, -1, 6
COC(=O)CN1C(=O)C2(C(C(=O)OC)=C(N)Oc3ccccc32)C2=C1CC(C)(C)CC2=O (stereo not drawn)
  5, -5, -2, 17, -1, -4, -1, 0, -3, 5
O=C(Cn1ncc2c3ccccc3n(Cc3ccccc3F)c2c1=O)N1CCC2(CC1)OCCO2
  42*, -3, -1, 0, 4, 2, 4, 2, -1, 4
COC(=O)C1=C(c2ccc(F)cc2OCc2ccccc2)C[C@@H]2CC[C@H]1N2C(=O)NC1Cc2ccccc2C1
  -1, -4, 2, -47, -17, -1, 0, 5, -2, -14

Not a retest: entries from further up.
Values run as follows: GC-B act, SIAE primary, LEDGF integ inh, HTRA1 inh, ABHD4 inh, MBD2 DNA inh, TCR-CD3 inh, rCAG RNA binder, PRMT1 inh, TDP2 absorb
O=C(O)C1C2CCC(O2)C1C(=O)Nc1ccc(F)c(F)c1 (stereo not drawn)
  3, 0, -1, 5, 4, 1, 0, -1, -2, -10
CCC(=O)c1ccc(OC)c(OC)c1
  4, 4, 5, -1, 2, -1, 3, 0, -11, -3
Nc1ccccc1N=Cc1c(O)n(CCC2=CCCCC2)c(=O)[nH]c1=O
  -4, -5, 2, 5, 5, 3, -4, 4, 2, 11
COC(=O)C1=C(c2cccc(OCc3ccccc3)c2)C[C@@H]2CC[C@H]1N2C(=O)NCCOc1ccc(OC)cc1
  0, 3, 3, -28, 0, -1, -1, 7, 1, -10
CN1C(=O)N(C)C(=O)C2(Cc3cc(NC(=O)c4ccc(F)cc4)ccc3N3CCCC32)C1=O (stereo not drawn)
  3, 1, -7, -9, -13, 7, -1, 10, 11, -19
Cc1ccc2c(c1)C1CN(C)CCC1N2C(=O)c1ccc(Br)o1 (stereo not drawn)
  4, 2, -1, -3, 0, -3, 7, -1, -2, -3
CN(C(=O)Cc1ccc2c(c1)OCO2)C1CCCN(Cc2ccccc2F)C1 (stereo not drawn)
  -1, 23*, 2, 1, -4, -7, 2, -7, -1, 6
COC(=O)CN1C(=O)C2(C(C(=O)OC)=C(N)Oc3ccccc32)C2=C1CC(C)(C)CC2=O (stereo not drawn)
  5, -5, -2, 17, -1, -4, -1, 0, -3, 5
O=C(Cn1ncc2c3ccccc3n(Cc3ccccc3F)c2c1=O)N1CCC2(CC1)OCCO2
  42*, -3, -1, 0, 4, 2, 4, 2, -1, 4
COC(=O)C1=C(c2ccc(F)cc2OCc2ccccc2)C[C@@H]2CC[C@H]1N2C(=O)NC1Cc2ccccc2C1
  -1, -4, 2, -47, -17, -1, 0, 5, -2, -14
